Screens: PubChem BioAssay, several laboratories
MrgX1 agonist: human MrgX1 receptor agonism, primary screen. Q96LB2. MrgX1-HEK293 cells, Fluo-4 calcium fluorescence, agonist mode; active compounds read high. B-score at 10 µM. 310,000 compounds, 0.44% hits;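 active means calcium response B-score plate-corrected fluorescence ratio at least 3 library SD, with starting fluorescence B-score inside 5 SD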
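Test system: HEK293 cells stably expressing human MrgX1 receptor; Input: fifteen thousand cells per well; Dosing: compound delivered in addition one of three; Schedule: overnight seeding, then 1 h dark dye loading; Technique: Fluo-4 NW calcium fluorescence; Measure: B-scored fluorescence response ratio; Controls: positive and negative controls per plate.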
RGS4 inh: human RGS4 inhibition | HEK293 M3R/RGS4 inducible, Fluo-4 calcium flux; active compounds read high; triggered by carbachol at its EC20 | B-score at 10 µM | 310,000 compounds, 0.45% hits | AID 463165;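 active means B-score, a plate-corrected calcium signal, over three deviations above library mean, with baseline fluorescence within five deviations of library mean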;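 further: RGS4 expression induced by doxycycline in cells with stable M3 receptor; B-score is computed from the integrated fluorescence ratio over baseline after carbachol; higher B-score means a larger calcium signal and so more RGS4 inhibition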
MrgX1 antag: human MrgX1 receptor antagonism, primary screen. MRGX1-HEK293 calcium flux, Fluo-4, BAM8-22 antagonism; active compounds read low. B-score at 10 µM. 310,000 compounds, 1.3% hits;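 active means calcium-response B-score plate-corrected more than 3 library SD below zero, starting fluorescence within 5 deviations, no agonist response on first addition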;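 further: peak minus trough fluorescence over baseline after final BAM8-22 challenge near maximal dose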
TRPC6 inh: blocks the mouse TRPC6 cation channel; Q61143; HEK293-TRPC6, membrane potential dye, ACh-evoked depolarization; active compounds read low; B-score at 10 µM; 310,000 compounds, 1.1% hits;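 active means B-score under library mean minus 3 SD, initial fluorescence not abnormally high, positive integrated signal ratio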;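 further: B-score derived from integrated fluorescence ratio over the kinetic read; more negative B-score means stronger inhibition of depolarization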
TRPC6 activator: activators of mouse TRPC6 channel; B-score at 10 µM; Q61143; 310,000 compounds, 0.13% hits; HEK293-TRPC6 membrane potential dye fluorescence; active compounds read high; AID 2550;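 active means B-score of the integrated fluorescence ratio above library mean plus 3 SD, and starting fluorescence ratio within library mean plus 5 SD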;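 further: higher score means more depolarization so channel activation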
MrgX1 PAM: allosterically activates human MrgX1 receptor signaling; 310,000 compounds, 0.63% hits; B-score at 10 µM; MrgX1-HEK293, Fluo-4 calcium flux, FDSS; active compounds read high;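 active means plate-corrected calcium response at least 3 library SD above typical, normal starting fluorescence, not activating the receptor alone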;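 further: compound read alongside a low EC10 to EC30 dose of BAM8-22 agonist; peak minus trough fluorescence over baseline measured at the second addition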
ANO1 block: inhibitors of mouse TMEM16A calcium-activated chloride channel. Q8BHY3. HEK293 TMEM16A/YFP iodide influx fluorescence, ionomycin. normalized B-score (activity score, 25-100; higher = stronger inhibition) at 10 µM. 310,000 compounds, 1.2% hits. AID 588511;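 active means ratio plate-corrected score three or more library SD toward inhibition, starting fluorescence score within five deviations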;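 further: score derived from kinetic fluorescence span divided by baseline fluorescence per well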
Target sequence (Q8BHY3 whole entry, looked up): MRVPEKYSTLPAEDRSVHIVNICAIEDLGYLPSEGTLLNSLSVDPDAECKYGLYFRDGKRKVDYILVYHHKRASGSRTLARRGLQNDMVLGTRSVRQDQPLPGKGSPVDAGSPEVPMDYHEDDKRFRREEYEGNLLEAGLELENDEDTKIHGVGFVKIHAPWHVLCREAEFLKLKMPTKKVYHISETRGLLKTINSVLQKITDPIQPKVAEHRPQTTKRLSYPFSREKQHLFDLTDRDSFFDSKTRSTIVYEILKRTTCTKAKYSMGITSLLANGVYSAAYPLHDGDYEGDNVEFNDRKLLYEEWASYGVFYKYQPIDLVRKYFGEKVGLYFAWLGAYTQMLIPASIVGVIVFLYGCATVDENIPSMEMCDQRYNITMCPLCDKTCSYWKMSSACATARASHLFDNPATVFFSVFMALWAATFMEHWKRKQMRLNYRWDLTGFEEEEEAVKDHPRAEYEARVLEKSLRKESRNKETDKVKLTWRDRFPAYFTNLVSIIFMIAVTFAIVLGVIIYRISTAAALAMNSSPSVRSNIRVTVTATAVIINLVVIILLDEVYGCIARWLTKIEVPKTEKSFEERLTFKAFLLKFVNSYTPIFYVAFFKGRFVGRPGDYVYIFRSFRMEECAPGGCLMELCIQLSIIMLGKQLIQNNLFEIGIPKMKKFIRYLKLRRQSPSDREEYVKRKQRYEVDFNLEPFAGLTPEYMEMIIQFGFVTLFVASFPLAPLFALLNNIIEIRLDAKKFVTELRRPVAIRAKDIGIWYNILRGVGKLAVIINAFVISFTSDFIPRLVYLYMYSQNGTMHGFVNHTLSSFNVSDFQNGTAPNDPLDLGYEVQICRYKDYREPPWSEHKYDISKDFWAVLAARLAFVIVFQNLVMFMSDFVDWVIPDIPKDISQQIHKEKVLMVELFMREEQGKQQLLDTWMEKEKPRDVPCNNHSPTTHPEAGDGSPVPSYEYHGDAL
ANO1 activ: activates or potentiates the mouse TMEM16A chloride channel; B-score at 10 µM; 340,000 compounds, 0.3% hits; HEK293 TMEM16A/YFP-H148Q/I152L, iodide quench fluorescence; active compounds read low;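 active means fluorescence-ratio B-score plate-corrected deviation score at least 3 library SD below zero, with starting fluorescence score within 5 deviations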;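 further: channel opened by trigger with iodide after compound preincubation; score built on the fluorescence ratio of max minus min over baseline; more negative score means more quench and so TMEM16A activation or potentiation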
RGS4 pot: potentiators or activators of RGS4; HEK293 M3R/inducible RGS4, carbachol calcium flux Fluo4; active compounds read low; B-score at 10 µM; 310,000 compounds, 0.92% hits;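 active means B-score of the integrated calcium signal more than 4 SD below the library mean, with starting fluorescence not abnormally high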;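 further: negative B-score means reduced calcium response which marks RGS4 activation or potentiation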
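Assay system: HEK293 FlpIn-TREx cells, stable M3R, doxycycline-inducible RGS4 / Probe or stimulus: carbachol, ECmax concentration / Times: overnight RGS4 induction, 30 min dye load 37 °C, 20 min compound RT / Signal: kinetic calcium fluorescence imaging with Fluo4-AM dye, 2 µM / Measure: Agonist-evoked peak-minus-minimum fluorescence over baseline, integrated ratio, B score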
SKKanGAS inh: blocks kanamycin growth of S. pyogenes SKKanGAS strain. BacTiter-Glo, 6 h. inhibition, % at 7.5 µM. 300,000 compounds, 1.3% hits. AID 1662;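 active means mean replicate score, as percent of positive control median, at least 50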;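 further: strain carries kanamycin resistance gene driven by streptokinase promoter and grows in 40 µg/ml kanamycin; loss of luminescence reflects streptokinase promoter inhibition or plain growth inhibition; 0% = median of DMSO wells and 100% = positive control at its reference dose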
HDAC3 inhib: inhibitors of human histone deacetylase 3; inhibition, % at 8.3 µM; O15379; recombinant HDAC3, fluorogenic peptide/trypsin coupled, fluorescence; AID 2718; 320,000 compounds, 0.15% hits; in the data active means inhibition above about 26%, passing the limit was not always enough
* marks the source's active call; other numbers are inactive results; i = inactive; x = not tested or not shown.

no.	Compound	MrgX1 agonist	RGS4 inh	MrgX1 antag	TRPC6 inh	TRPC6 activator	MrgX1 PAM
1	CS(=O)(=O)c1ccc(C(=O)NC2CCCCC2)cc1	i	i	i	i	i	i
2	CCS(=O)(=O)c1ccc2c(c1)NC(=O)C(CCO)O2 (stereo unspecified)	i	i	i	i	i	i
3	COC(=O)c1ccc(-c2ccc(OC)c([C@H]3[C@H]4C=CC[C@@H](C)[C@@H]4C(=O)N3Cc3ccccc3)c2)cc1	i	i	i	i	i	i
4	CS(=O)(=O)N1CCN(C2Cc3ccccc3C2)CC1	i	i	i	i	i	i
5	Cc1cnc(CN(C)C(=O)c2ccc3oc(Cc4ccc(Cl)cc4)nc3c2)[nH]1	i	i	i	i	i	i
6	CC1CC(C)CN(c2nc3c(c(=O)n(C)c(=O)n3C)n2CCSc2ncccn2)C1 (stereo unspecified)	i	i	i	i	i	i
7	C=CCNC(=O)/C(=C\C=C\c1ccccc1)NC(=O)c1ccc(OCCCC)cc1	i	i	i	i	i	i
8	Cc1cc(C)cc(NC(=O)Nc2ccc3c(c2)CCC3)c1	i	i	i	i	i	i

no.	ANO1 block	ANO1 activ	RGS4 pot	SKKanGAS inh	HDAC3 inhib
1	i	i	i	-2	0
2	i	i	i	6	-3
3	i	i	i	30	-9
4	i	i	i	-13	1
5	i	i	-7.2*	1	1
6	i	i	i	2	-12
7	i	i	i	23	-2
8	i	i	i	-2	3

no.	Compound	MrgX1 agonist	RGS4 inh	MrgX1 antag	TRPC6 inh	TRPC6 activator	MrgX1 PAM
9	CCOC(=O)/C(=C\c1ccc(OC(F)F)cc1)C1=Nn2c(nnc2-c2ccc(Cl)cc2)SC1	i	i	i	i	i	i
10	N#Cc1c(N)n(CCOC(=O)c2cccc([N+](=O)[O-])c2)c2nc3ccccc3nc12	i	i	i	i	i	i
11	COC(=O)/C(=C/Nc1cccc2ccccc12)[N+](=O)[O-]	i	i	i	i	i	i
12	COc1ccc(-n2c(SCC#N)nnc2-c2ccc(NS(=O)(=O)c3ccc(C)cc3)cc2)cc1	i	7.2*	i	i	i	i
13	CCCNC(=O)C1CCN(c2cc(-c3ccccc3)nc3ncnn23)CC1	i	i	i	i	i	i
14	COC(=O)N/N=C/c1ccc(-c2cc(Cl)ccc2Cl)o1	i	i	i	i	i	i
15	COc1ccc(S(=O)(=O)Nc2ccc3oc4ncccc4c(=O)c3c2)cc1OC	i	i	i	i	i	i
16	O=C(CCC(=O)Nc1ccc(F)cc1)N/N=C/c1cccnc1	i	i	i	i	i	i

no.	ANO1 block	ANO1 activ	RGS4 pot	SKKanGAS inh	HDAC3 inhib
9	i	i	i	-20	-3
10	i	i	i	21	4
11	i	i	i	-7	-1
12	i	i	i	23	16
13	i	i	i	5	5
14	i	i	i	14	0
15	i	i	i	6	5
16	i	i	i	2	6

no.	Compound	MrgX1 agonist	RGS4 inh	MrgX1 antag	TRPC6 inh	TRPC6 activator	MrgX1 PAM
17	COC(=O)c1ccccc1NC(=O)CCCCCn1nnc2ccccc2c1=O	i	i	i	i	i	i
18	O=c1[nH]c(CN2CCN(C/C=C/c3ccccc3)CC2)nc2cc(Cl)ccc12	i	i	i	-5.3*	i	i
19	COc1ccccc1NC(=O)Cn1c(=O)n(C)c(=O)c2sc3c(c21)COC(C)(C)C3	i	i	i	i	i	i
20	O=S(=O)(c1cccs1)N1CCc2ccccc21	i	i	i	i	i	i
21	CC(C)C(=O)Nc1sc2c(c1C#N)CCCCC2	i	i	i	i	i	i
22	Nc1ccc(C(=O)c2cccs2)cc1[N+](=O)[O-]	i	i	i	i	i	i
23	COc1ccc(C2CC(=O)Nc3cc(OC)c(OC)cc32)cc1Br (stereo unspecified)	i	i	i	i	i	i
24	O=C(NC1CCCCC1)c1ccc2c(=O)n(CC3CCCO3)c(=O)[nH]c2c1 (stereo unspecified)	i	i	i	i	i	i

no.	ANO1 block	ANO1 activ	RGS4 pot	SKKanGAS inh	HDAC3 inhib
17	i	i	i	-7	-2
18	i	i	i	3	-7
19	i	i	i	3	-6
20	i	i	i	4	6
21	i	i	i	2	-1
22	i	i	i	5	8
23	i	i	i	-4	-5
24	i	i	i	-5	-8

no.	Compound	MrgX1 agonist	RGS4 inh	MrgX1 antag	TRPC6 inh	TRPC6 activator	MrgX1 PAM
25	COc1cc(C(=O)N2CCc3ccccc32)c([N+](=O)[O-])cc1OC	i	i	i	i	i	i
26	Cc1ccc(-c2nnn(CC(=O)N(Cc3ccco3)C(C(=O)NC(C)(C)C)c3cccs3)n2)o1 (stereo unspecified)	i	i	i	i	i	i
27	CC1CCCCC1NC(=O)COC(=O)c1ccc(S(=O)(=O)NCc2ccco2)cc1 (stereo unspecified)	i	i	i	i	i	i
28	O=C(COC(=O)CCC1CCCC1)Nc1cccc(S(=O)(=O)N2CCOCC2)c1	i	i	i	i	i	i
29	Cc1ccc(S(=O)(=O)N2CCCCCC2)cc1C(=O)Nc1cccnc1	i	i	i	i	i	i
30	Cc1ccc(S(=O)(=O)NNc2nc3ccccc3nc2C(F)(F)F)cc1	i	i	i	-7*	i	i
31	CC(CCc1ccccc1)NC(=O)C(=O)NCCO (stereo unspecified)	i	i	i	i	i	i
32	N[C@@H](Cc1ccc(O)c(I)c1)C(=O)O	i	i	i	i	i	i

no.	ANO1 block	ANO1 activ	RGS4 pot	SKKanGAS inh	HDAC3 inhib
25	i	i	i	-2	-2
26	i	i	i	2	8
27	i	i	i	1	0
28	i	i	i	-13	x
29	i	i	i	1	12
30	i	i	i	3	5
31	i	i	i	-5	-6
32	i	x	i	-1	-3

A run of entries from further up:
no.	Compound	MrgX1 agonist	RGS4 inh	MrgX1 antag	TRPC6 inh	TRPC6 activator	MrgX1 PAM
31	CC(CCc1ccccc1)NC(=O)C(=O)NCCO (stereo unspecified)	i	i	i	i	i	i
32	N[C@@H](Cc1ccc(O)c(I)c1)C(=O)O	i	i	i	i	i	i

no.	ANO1 block	ANO1 activ	RGS4 pot	SKKanGAS inh	HDAC3 inhib
31	i	i	i	-5	-6
32	i	x	i	-1	-3

Other entries follow.
no.	Compound	MrgX1 agonist	RGS4 inh	MrgX1 antag	TRPC6 inh	TRPC6 activator	MrgX1 PAM
33	O=[N+]([O-])c1cccc(-c2nnc(CNC3CC3)o2)c1	i	i	i	i	i	i
34	O=C(Nc1ccc(C(=O)O)cc1)/C(=C\C=C\c1ccccc1)NC(=O)c1ccccc1Cl	i	i	i	i	i	i
35	O=C(CSc1nc(=O)n(CCCN2CCOCC2)c2c1CCCC2)Nc1cccc([N+](=O)[O-])c1	i	i	i	i	i	i
36	Cc1cc2cc(CCNS(=O)(=O)c3ccc(F)cc3)c(=O)[nH]c2cc1C	i	i	i	i	i	i
37	CC(C)Cn1c(N)c(C(=O)CSc2nnnn2C)c(=O)n(C)c1=O	i	i	i	i	i	i
38	CC(NC(=O)c1ccccc1)c1nc2ccccc2n1Cc1ccc(C#N)cc1 (stereo unspecified)	i	i	i	i	i	i
39	COc1ccccc1C(=O)OCC(=O)c1cccc([N+](=O)[O-])c1	i	i	i	i	i	i
40	Cc1cccc(C)c1NC(=O)CN(C)C(=O)c1ccc(N2C(=O)CCC2=O)cc1	i	i	i	i	i	i

no.	ANO1 block	ANO1 activ	RGS4 pot	SKKanGAS inh	HDAC3 inhib
33	i	i	i	6	-4
34	i	i	i	17	7
35	i	i	i	-3	0
36	i	i	i	-7	-10
37	i	i	i	-3	-1
38	i	i	i	-2	0
39	i	i	i	1	8
40	i	i	i	-4	3

no.	Compound	MrgX1 agonist	RGS4 inh	MrgX1 antag	TRPC6 inh	TRPC6 activator	MrgX1 PAM
41	O=C(NCC(c1ccco1)N1CCN(c2ccccc2)CC1)c1ccc2c(c1)OCO2 (stereo unspecified)	i	i	i	i	i	i
42	CC(=Nc1ccc(O)cc1)c1sc2ccccc2c1O	i	i	i	i	i	39*
43	O=C(CCN1C(=O)c2cccc3cccc(c23)C1=O)Nc1ccccc1	i	i	i	i	i	i
44	COC(=O)[C@]1(CC(C)C)N[C@H](c2ccc(-c3ccc(F)cc3)c(OC)c2)[C@@H]2C(=O)N(C)C(=O)[C@@H]21	i	i	i	i	i	i
45	N#CC(c1ccccc1)(c1ncc(C(F)(F)F)cc1Cl)N1CCOCC1 (stereo unspecified)	i	i	i	i	i	i
46	COc1cc2c(cc1NC(=S)Nc1cccc3ccccc13)oc1ccccc12	i	i	i	i	i	i
47	CC(C)CCNC(=O)c1ccc2c(SCC(=O)O)c3c(nc2c1)CCCC3	i	i	i	i	i	i
48	COc1ccc(/C=C2/N=C(SCC(=O)Nc3cc(C)on3)N(c3ccccc3)C2=O)cc1	i	x	i	x	x	i

no.	ANO1 block	ANO1 activ	RGS4 pot	SKKanGAS inh	HDAC3 inhib
41	i	i	i	-3	x
42	i	i	i	1	0
43	i	i	i	0	1
44	i	i	i	12	16
45	i	i	i	-1	8
46	i	i	i	12	-3
47	i	i	i	-15	11
48	i	i	x	x	-3

no.	Compound	MrgX1 agonist	RGS4 inh	MrgX1 antag	TRPC6 inh	TRPC6 activator	MrgX1 PAM
49	CN1CCN(/C=N/c2c(C#N)cnn2C)CC1	i	i	i	i	i	i
50	Cc1cc([N+](=O)[O-])nn1CC(=O)N(C)C1CCCCC1	i	i	i	i	i	i
51	Cc1nc(CSc2ccc(Cl)cc2)cc(NCc2ccccc2)n1	i	i	i	i	i	i
52	COC(=O)c1ccc(CNC(=O)COC(=O)C2CC3C=CC2C3)cc1 (stereo unspecified)	i	i	i	i	i	i

no.	ANO1 block	ANO1 activ	RGS4 pot	SKKanGAS inh	HDAC3 inhib
49	i	i	i	-11	0
50	i	i	i	2	-7
51	i	i	i	2	4
52	i	i	i	-18	9

Reprinted at random: 3 records from the list.
no.	Compound	MrgX1 agonist	RGS4 inh	MrgX1 antag	TRPC6 inh	TRPC6 activator	MrgX1 PAM
50	Cc1cc([N+](=O)[O-])nn1CC(=O)N(C)C1CCCCC1	i	i	i	i	i	i
49	CN1CCN(/C=N/c2c(C#N)cnn2C)CC1	i	i	i	i	i	i
51	Cc1nc(CSc2ccc(Cl)cc2)cc(NCc2ccccc2)n1	i	i	i	i	i	i

no.	ANO1 block	ANO1 activ	RGS4 pot	SKKanGAS inh	HDAC3 inhib
50	i	i	i	2	-7
49	i	i	i	-11	0
51	i	i	i	2	4
